Source: PubChem BioAssay (several laboratories)
PMI inhibitors: MPI enzyme activity inhibition – biochemical, fluorescence intensity, coupled assay, primary screen (AID 1209); inhibition, % at 20 µM; hits with a dose series show IC50 in µM; purified PMI enzyme, coupled fluorescence intensity; higher % means a stronger effect; actives 0.42% (n = 190,000);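 note: plate controls were DMSO vehicle for no effect and wells lacking substrate for full effect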
MT stabilizer: stabilizes microtubules in HeLa cells | actives 0.83% (n = 200,000) | HeLa tubulin immunostaining HCS, 24 h; share of cells brighter than vehicle mean+2SD | % tubulin-high responders, % at 10 µM | AID 2205;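 active = plate Z-score above 3 for both tubulin-high and condensed-nucleus cell shares, with cell loss under 80%, at 10 µM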;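 note: anti alpha tubulin signal scored within the nucleus-defined area of each cell; some results filed as inactive read as strong as hits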
Ins promoter up: MIN6 insulin promoter up-regulation; MIN6 insulin promoter-GFP reporter, high-content imaging; hits give high values; z-score at 5 µM; actives 0.3% (n = 190,000); AID 1625;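 active = z-score above 3 at 5 µM with at least 500 cells counted in the well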
bCat nuc transl: alters nuclear translocation of beta-catenin in HeLa cells | immunofluorescence imaging | nuclear translocation activity, % at 5 µM | actives 0.3% (n = 190,000);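 active = nuclear translocation activity above 50% at 5 µM, with a well cell count of 50 or more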;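 note: per-cell ratio of nuclear to cytoplasmic median beta-catenin stain intensity; plate controls were DMSO negative control for no effect and GSK-3 inhibitor IX positive control for full effect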
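Read-out: Nuclear/cytoplasmic beta-catenin signal ratio, % activation | Assay system: Human HeLa cell line | Times: 24 h compound exposure at 37°C, 5% CO2 | Signal: Fluorescence imaging of beta-catenin antibody stain plus DAPI | Dosing: 5 µM primary, 0.02–20 µM confirmation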
Dynein cargo inh: dynein cargo transport inhibition; 3617.4 mouse cells, GR-EGFP nuclear translocation imaging; test concentration mostly 20 µM; stimulated with dexamethasone, 1 µM; hits give low values; z-score, hits read low; actives 0.47% (n = 220,000); AID 1381;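 active = plate z-score of nuclear minus cytoplasmic receptor signal below a set negative limit, without overly bright fluorescence or cell loss, cut at about -3.5 in these data, passing the limit was not always enough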;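 note: z-score of nuclear minus cytoplasmic ring GR-EGFP intensity difference per well; some compounds called inactive have numbers as strong as hits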
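medium = tetracycline-free induction medium containing charcoal-stripped FBS | also added = 1.0 µM final dexamethasone stimulus | schedule = 48 h induction, 1 h compound, 30 min dex at 37 °C | technique = fixed, Hoechst-stained cells imaged at 10x for EGFP | measure = GR-EGFP nuclear translocation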
human PMI inhibitors: human PMI inhibitors, high substrate, primary screen, biochemical, fluorescence intensity, high mannose 6-phosphate (AID 1220); recombinant PMI enzyme, coupled fluorescence intensity; higher % means a stronger effect; inhibition, % at 20 µM, or IC50 in µM where a hit was titrated; actives 0.66% (n = 190,000)
Autophagy HCS: alters autophagy in cells | actives 0.98% (n = 190,000) | MEF GFP-LC3 puncta imaging; test concentration mostly 10 µM | calls only at 10 µM (by protocol);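 active = percentage of spot-positive cells more than 3 SD above its plate mean, without a fluorescence outlier flag or 80% toxicity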;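 note: spot-positive cell cutoff set from DMSO-treated cells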
Yfh1-depleted yeast: enhancers of respiration in Yfh1-depleted yeast, dose response, Friedreich's ataxia, plus single-dose screen (AID 1465) | actives 0.074% (n = 220,000) | fold induction at 50 µM, or EC50 in µM where a hit was titrated | S. cerevisiae Yfh1-off respiration, WST-1 reduction, 72 h; higher fold induction means a stronger effect;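 active = fold induction of absorbance versus untreated yeast above a set limit, then at least 30% activation at any dose in follow-up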;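 note: activators that raise dye reduction in frataxin-depleted yeast; strong numbers were not always called active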
WT yeast gro inh: growth inhibition of WT yeast, mitochondrial fusion screen. mitochondrial fusion phenotypic screen, WT strain. inhibition, % at 10 µM. actives 2.1% (n = 190,000). AID 1362; in the data active = inhibition above about 58%; tested in S. cerevisiae
WT yeast gro inh mutant strain: further read-out of WT yeast gro inh, marked with its call; inhibition, %; mitochondrial fusion phenotypic screen, mutant strain inhibition
Dynein cargo inh cytoplasmic EGFP: second read-out of Dynein cargo inh, no call of its own (marks repeat the call); z-score; measured here: cytoplasmic GR-EGFP intensity; hits give high values
Dynein cargo inh nuclear GR-EGFP: recorded beside Dynein cargo inh, whose call it bears; z-score; measured here: nuclear GR-EGFP intensity;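 lower value marks the stronger effect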
Dynein cargo inh cell count: also measured in Dynein cargo inh; calls as there; z-score; measured here: cell count per field
Ins promoter up cell count: further read-out of Ins promoter up, marked with its call; cell count; measured here: cytotoxicity, nuclei count;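 total cells summed across four imaged fields per well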
bCat nuc transl cell count 5 µM: also measured in bCat nuc transl; calls as there; cell count; measured here: cell count, cytotoxicity flag
MT stabilizer Hoechst-high %: second read-out of MT stabilizer, no call of its own (marks repeat the call); % Hoechst-high responders; measured here: nuclear condensation Hoechst responders;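 share of cells brighter than vehicle mean plus two SD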
MT stabilizer cytotoxicity %: recorded beside MT stabilizer, whose call it bears; toxicity, %; measured here: cytotoxicity by cell density;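 0% = mean cell density of plate MIN control wells and 100% = no cells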
Autophagy HCS cell loss 18 h: second read-out of Autophagy HCS, no call of its own (marks repeat the call); toxicity, %; measured here: cell loss, nuclei count;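 cell loss after 18 h compound exposure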
Numbers without * were called inactive; i = inactive; . = no result given. Cut-off read from the data, not from the text of the source, unless noted: active = inhibition above about 50%; inactive = the rest.

SMILES	PMI inhibitors	MT stabilizer	MT stabilizer Hoechst-high %	MT stabilizer cytotoxicity %	Ins promoter up	Ins promoter up cell count	bCat nuc transl	bCat nuc transl cell count 5 µM	Dynein cargo inh	Dynein cargo inh cytoplasmic EGFP	Dynein cargo inh nuclear GR-EGFP	Dynein cargo inh cell count	human PMI inhibitors	Autophagy HCS	Autophagy HCS cell loss 18 h	Yfh1-depleted yeast	WT yeast gro inh	WT yeast gro inh mutant strain
NC(=O)[C@@H]1CCCN1Cc1nc(-c2cccs2)no1	11.3%	3.7	2.0	2.3	-1.36	1348	-0.8	1040	-0.888	-0.262	-0.421	0.661	5.2%	i	24.0	i	-0.9	1.0
CCOc1cc(C(=S)N2CCCC2)ccc1OCC(=O)Nc1c(C)cc(C)cc1C	-1.9%	0.4	1.4	7.4	0.26	1252	-1.1	1203	.	.	.	.	-7.2%	i	1.2	i	9.2	7.2
CSc1ccccc1NC(=O)CN1CCCCC1	11.7%	2.7	2.4	11.6	0.74	1389	3.8	939	-1.65	-0.147	-1.04	13.7	10.8%	i	-13.5	i	-4.0	-15.2
Cc1ccc(C(NC(N)=O)c2ccccc2)cc1 (stereo unspecified)	-3.5%	1.6	1.2	5.7	0.61	831	1.0	1115	0.303	-0.298	0.501	0.242	-5.8%	i	-2.8	i	-0.1	-1.0
Cc1cccc(N(CC(=O)Nc2ccc(-c3nc4ccc(C)cc4s3)cc2)S(C)(=O)=O)c1	0.8%	3.3	3.0	6.4	-0.11	1719	-0.3	1318	-0.364	-0.0849	-0.201	0.65	10.4%	i	7.1	i	-1.6	-2.0
S=C(NCCc1ccccc1)NCc1ccccc1Cl	1.2%	3.3	3.4	3.2	-0.08	1303	-3.4	489	-0.433	-0.235	-0.0529	0.602	-3.2%	i	7.6	i	62.0*	35.9*
Cc1ccc(N2C(=O)C(O)(C(F)(F)F)C3=C2CC(C)(C)CC3=O)cc1 (stereo unspecified)	-9.5%	2.1	2.7	8.2	-0.02	1239	3.0	472	-0.0245	-0.238	0.141	0.134	-8.4%	i	11.7	i	-6.1	12.2
O=[N+]([O-])c1ccccc1-c1ccc(C(=S)N2CCCCC2)o1	.	.	.	.	0.1	1437	-2.5	1175	-0.816	-0.173	-0.386	0.0302	.	.	.	i	.	.
CN1CCc2cc3c(c4c2C1CC41CCC(=NO)CC1)OCO3 (stereo unspecified)	8.3%	3.1	1.3	13.3	.	.	-5.6	916	-0.9	-0.364	-0.129	0.513	31.7%	i	-4.8	i	7.1	-9.2
COc1ccc(CN2CN(c3ccc(Cl)cc3)C(=O)N(n3cnnc3)C2)cc1	7.1%	2.7	1.8	4.8	.	.	.	.	1.24	-0.00129	0.591	-1.22	21.4%	i	-2.1	i	25.1	-40.7
COC(=O)Cc1cc(=O)n2[nH]cnc2n1	2.9%	3.4	1.3	6.3	1.56	1357	-1.3	1308	1.6	0.0327	0.841	-1.16	-1.7%	i	6.8	i	-3.8	-9.9
CC(=O)Nc1ccc(S(=O)(=O)Nc2cccc(NC(=O)c3ccco3)c2)cc1	1.5%	2.8	4.3	8.2	0.56	1141	-1.9	1129	-0.406	-0.44	0.201	0.134	3.5%	i	-11.3	i	.	.
COCCn1c(SCC(=O)Nc2cc(C)on2)nnc1-c1ccco1	1.2%	0.8	0.8	0.8	2.06	915	.	.	-0.802	0.079	-0.106	0.425	-2.0%	i	-5.8	i	-10.9	-0.5
CC12CCC(C(=O)NCc3ccc4c(c3)OCO4)(CC1=O)C2(C)C (stereo unspecified)	4.4%	4.7	2.4	4.2	-0.14	1319	-0.6	1129	-0.12	-0.0461	-0.296	0.809	-0.1%	i	6.9	i	27.4	7.6
O=C1c2ccccc2NC(c2ccc(-c3cccc(Cl)c3)o2)N1O (stereo unspecified)	-11.5%	1.7	1.1	5.4	-0.16	862	4.7	1114	0.641	-0.194	0.989	0.264	-23.4%	i	17.3	80µM*	-2.1	5.8
COc1ccc2c(c1)CCC/C2=N\Nc1nc(C(=O)NN)cs1	.	.	.	.	-0.35	863	0.1	1321	-0.61	-0.193	0.124	0.829	.	.	.	i	.	.
CCOC(=O)c1cccc(NC(=O)c2cc3sccc3n2C)c1	13.4%	1.8	1.3	8.1	0.23	1211	-0.1	1073	0.172	-0.207	0.249	0.00399	7.4%	i	-15.0	i	36.8	19.6
O=C(/C=C/c1cccnc1)c1ccc(NC(=O)c2cccc(Br)c2)cc1	6.8%	3.6	2.3	6.8	-1.77	863	10.7	1395	-0.141	-0.174	-0.343	0.0766	12.1%	i	17.4	i	-13.4	5.1
Cc1nnc(Nc2ccc(C(=O)N3CCOCC3)cc2)c2ccccc12	10.7%	2.6	1.2	0.8	-0.31	1278	-1.2	1159	-0.484	0.661	-0.649	0.0405	6.7%	i	-3.6	i	6.9	0.7
CC(=O)Cc1nsc(Nc2ccc3c(c2)OCCO3)n1	15.4%	3.6	1.5	5.3	.	.	-5.2	1059	-0.761	-0.198	-0.0871	0.217	15.6%	i	15.6	i	-5.8	-7.9
CCOc1cc(/C=C2/N=C(C)C(C(=O)OC)=C2O)ccc1O	11.5%	2.2	2.3	9.3	-0.4	1404	0.1	1085	-0.229	-0.386	-0.212	1.07	31.3%	i	-5.0	i	-16.5	11.9
CC1Cc2ccccc2C(=O)N1 (stereo unspecified)	2.2%	5.7	2.3	6.1	-0.95	1858	-2.5	1055	0.434	-0.19	0.408	-0.938	4.9%	i	8.9	i	9.3	2.6
COc1ccc(-c2nn(-c3ccccc3)cc2/C=C/C(=O)NCCCn2ccnc2)cc1OC	19.6%	3.8	3.3	5.9	-0.79	955	-1.3	1111	-0.668	0.0164	-0.073	0.396	15.1%	i	35.7	i	-4.9	6.9
N=c1c(S(=O)(=O)c2ccccc2)cc2c(=O)n3ccccc3nc2n1CC1CCCO1 (stereo unspecified)	18.8%	2.9	2.9	2.6	-1.17	1235	-7.4	1248	-0.0215	-0.0253	-0.0871	0.132	8.8%	i	4.5	i	-28.7	-22.2
Cc1ccc2oc3c(c(=O)c2c1)C(c1cccc(O)c1)N(c1ccccn1)C3=O (stereo unspecified)	12.9%	4.0	2.4	9.5	-0.55	1444	1.5	1200	0.649	-0.183	0.5	0.302	9.6%	i	-5.4	i	13.1	-3.8
Cc1cccc(-n2c(CNC(=O)COc3ccccc3)nnc2SCC(=O)Nc2nccs2)c1	12.0%	1.3	1.5	8.6	.	.	.	.	-0.888	-0.173	-0.512	1.68	-4.7%	i	-22.8	.	-21.1	-25.6
COC(=O)c1cc(Br)c(=O)n(Cc2ccc(OC)c(OC)c2)c1	3.4%	9.0	2.6	4.8	0.8	1087	5.0	1097	-0.0782	-0.132	0.0847	0.445	-1.3%	i	1.9	i	-3.6	-16.4
Clc1ccc(C2[C@H]3CN(Cc4ccc(-c5ccccc5)cc4)[C@H](c4ccccc4)C34CC2(c2ccccc2)C4)cn1 (stereo partly specified)	.	.	.	.	-0.59	890	-0.8	1349	-0.975	-0.759	-0.504	0.416	.	.	.	i	.	.
Cc1ccc(C(=O)N/C(=C\c2cccs2)C(=O)NCCCn2ccnc2)cc1	-0.9%	2.9	3.3	12.7	-0.16	1178	-1.1	950	0.96	-0.176	0.663	-1.26	-7.1%	i	-4.0	i	-11.5	1.2
CCc1ccc2[nH]c(=O)c(CN(CCN(CC)CC)C(=S)NCc3ccco3)cc2c1	-2.0%	2.1	2.0	10.9	.	.	0.4	994	-0.891	-0.134	-0.411	0.639	-10.5%	i	2.2	i	-0.4	-3.9
COCC1CCN(Cc2cn[nH]c2-c2cc3ccccc3o2)C1 (stereo unspecified)	.	1.6	2.0	8.8	-0.25	1093	0.8	1596	1.03	-0.13	0.426	-0.746	.	i	-9.0	i	6.9	-24.0
CC(=O)c1ccc(NC(=O)CSc2nc(=O)cc(N)n2-c2ccccc2)cc1	11.6%	2.5	2.8	0.9	-0.02	1610	-2.6	1051	-0.606	-0.301	0.24	-0.0786	10.4%	i	14.1	i	-4.5	10.2
CC1CCCCC1NC(=O)CC1Oc2ccccc2NC1=O (stereo unspecified)	8.2%	3.9	2.5	8.9	0.44	966	.	.	0.401	-0.0495	0.493	-0.789	7.4%	i	7.2	i	3.4	6.1
Cc1ccccc1/C=C\c1nc2ccccc2c(=O)n1Cc1ccccc1	7.1%	3.5	2.2	9.6	0.54	1499	-1.4	1019	-0.099	-0.234	0.0327	0.755	3.5%	i	3.7	i	8.5	-11.7
O=c1c2ccccc2nc(SCc2ccccc2F)n1C1CCCC1	22.3%	4.1	1.8	7.1	0.24	1523	0.0	1221	-0.323	-0.272	-0.233	0.404	8.0%	i	12.6	i	17.2	5.9
CCCC1(c2ccccc2)NC(=O)N(CC(=O)Nc2cc(S(=O)(=O)N3CCOCC3)ccc2Cl)C1=O (stereo unspecified)	3.3%	1.7	2.2	4.3	-1.14	1302	-1.9	1082	-0.643	-0.0609	-0.672	0.0106	-3.8%	i	9.3	i	-8.9	-9.5
COC(=O)c1ccc2c(c1)S(=O)(=O)NC(=NCCCN1CCOCC1)S2	-0.8%	1.5	2.7	2.2	0.15	1234	1.5	1159	-0.12	0.892	0.918	-0.097	6.3%	i	23.7	.	-4.5	12.3
Cc1ccc(C(=O)N/C(=C/c2cccs2)C(=O)N2CCCCCC2)cc1	11.8%	2.5	2.3	6.9	-0.14	1646	-2.3	1295	-0.339	0.00302	0.621	0.164	10.4%	i	-25.3	i	-10.1	-8.1
